PMI act: increases human mannose-6-phosphate isomerase activity | P34949 | purified human PMI, coupled resazurin fluorescence, 20 min; stronger effect = higher value; 1 = vehicle control, 0 substrate-free wells | activation factor at 20 µM | 190,000 tested, 0.005% active;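 active = activation factor of 2 or more at 20 µM, relative to plate controls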
Target sequence (P34949 whole entry, looked up): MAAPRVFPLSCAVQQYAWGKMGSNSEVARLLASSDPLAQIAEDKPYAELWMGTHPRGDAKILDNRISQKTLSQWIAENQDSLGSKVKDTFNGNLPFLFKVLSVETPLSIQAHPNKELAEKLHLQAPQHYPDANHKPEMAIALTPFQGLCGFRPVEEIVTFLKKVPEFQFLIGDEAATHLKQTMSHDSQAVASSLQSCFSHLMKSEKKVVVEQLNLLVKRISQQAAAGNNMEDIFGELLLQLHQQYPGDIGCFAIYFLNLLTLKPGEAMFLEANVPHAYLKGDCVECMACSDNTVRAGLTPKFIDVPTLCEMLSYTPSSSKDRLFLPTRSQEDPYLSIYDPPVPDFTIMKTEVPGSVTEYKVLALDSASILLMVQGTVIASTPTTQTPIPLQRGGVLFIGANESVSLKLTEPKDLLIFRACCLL
TNAP inh no acc: blocks human TNAP activity with no phosphate acceptor present; 200,000 tested, 0.26% active; inhibition, % at 20 µM; P05186; AID 1012; purified TNAP, CDP-star luminescence, 30 min;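 active = tissue-nonspecific alkaline phosphatase inhibition above about 50% at 20 µM in the single-dose screen, limit read from the data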;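 note: 0% = DMSO negative control and 100% = EDTA positive control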
Target sequence (P05186 whole entry, looked up): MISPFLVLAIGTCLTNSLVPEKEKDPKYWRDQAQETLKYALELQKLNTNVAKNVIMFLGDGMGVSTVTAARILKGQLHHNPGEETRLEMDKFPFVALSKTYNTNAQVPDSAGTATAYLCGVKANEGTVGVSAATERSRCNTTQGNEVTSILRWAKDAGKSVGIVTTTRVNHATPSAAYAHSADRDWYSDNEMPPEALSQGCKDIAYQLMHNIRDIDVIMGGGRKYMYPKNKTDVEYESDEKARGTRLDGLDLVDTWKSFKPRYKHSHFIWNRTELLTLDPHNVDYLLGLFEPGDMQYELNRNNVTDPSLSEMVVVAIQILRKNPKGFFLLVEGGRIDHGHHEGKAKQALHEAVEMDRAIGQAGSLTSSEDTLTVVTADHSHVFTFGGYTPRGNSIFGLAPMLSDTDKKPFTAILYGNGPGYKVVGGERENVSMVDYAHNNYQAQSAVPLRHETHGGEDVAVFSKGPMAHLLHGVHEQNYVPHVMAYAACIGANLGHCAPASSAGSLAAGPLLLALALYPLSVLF
PMI act hi M6P: increases human PMI activity with near-saturating mannose 6-phosphate; P34949; coupled PMI enzyme assay, resazurin fluorescence, 20 min; stronger effect = higher value; 1 = untreated enzyme, 0 = substrate-free blank; activation factor at 20 µM; 190,000 tested, 0.34% active; AID 1216;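 active = activation factor of 2 or more at 20 µM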
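Technique: Diaphorase-driven resazurin-to-resorufin fluorescence, excitation 544, emission 590 nm | Assay system: Human PMI in coupled enzyme assay | Times: Enzyme reaction with compound 20 min at room temperature | Medium: HEPES-buffered pH 7.4 with magnesium and detergent | Reagent: Mannose-6-phosphate 1.0 mM (near-saturating) plus 0.22 mM NADP+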
Lmaj promast: Leishmania major promastigote growth inhibition | 200,000 tested, 9% active | Leishmania major promastigotes, resazurin fluorescence viability | inhibition, % at 10 µM | AID 1063; in the data active = inhibition above about 50%;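 note: promastigotes grown with compound for 44 hours at 28 °C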
TNAP act hiacc: increases human TNAP activity under high phosphate acceptor concentration; P05186; purified TNAP, CDP-star luminescence, 1 M DEA, 30 min; stronger effect = higher value; 0 = EDTA background, 1 = DMSO-only activity; activation factor at 20 µM; 200,000 tested, under 10 active;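 active = activation factor at least 2 at 20 µM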
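Test system – human TNAP · Doses – 20 µM single point · Incubation – 30 min, room temperature · Signal – luminescent substrate turnover signal · Read-out basis – activation factor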
Diaph inh CS: inhibits diaphorase or chemically oxidizes, flagging diaphorase assay artifacts; diaphorase resazurin-to-resorufin fluorescence, NADH, 16 min; bacterial (C. kluyveri) enzyme, not human; inhibition, % at 20 µM; 190,000 tested, 0.69% active;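 active = primary screen inhibition at 20 µM above a set limit, cut at about 50% in these data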;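 note: plate controls were DMSO with full reaction for no effect and wells lacking NADH for full effect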
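Test system: bacterial diaphorase enzyme (C. kluyveri); Quantity: 0.14 U/mL diaphorase, enzyme working solution; Times: reaction incubation of 16 min at room temperature; Measured by: fluorescence of resorufin formed from resazurin, Ex 544/Em 590 nm; Benchmarks: positive control minus NADH, DMSO neutral control.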
TNAP inh hiacc: blocks human TNAP under high phosphate acceptor concentration. purified TNAP, CDP-star luminescence, 1 M DEA. inhibition, % at 20 µM. 200,000 tested, 0.03% active;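 active = over 50% inhibition of tissue-nonspecific alkaline phosphatase at 20 µM in the single-dose screen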;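 note: plate controls were DMSO wells for no effect and EDTA-quenched wells as full inhibition for full effect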
bIAP activator: intestinal alkaline phosphatase (bovine) activation | purified bovine IAP, CDP-star luminescence, 30 min; stronger effect = higher value; fold of DMSO-control signal, blank-subtracted | activation factor at 20 µM | 200,000 tested, 0.17% active | AID 1016;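 active = activation factor of 2 or more at 20 µM, a signal rise over negative controls twice the positive control's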
Diaphorase act: diaphorase activation or chemical reduction counter-screen; 190,000 tested, 0.005% active; Diaphorase/resazurin coupled assay, resorufin fluorescence, 16 min; stronger effect = higher value; 1 = vehicle wells, 0 = NADH-free wells; activation factor at 20 µM;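 active = diaphorase activity raised at least twofold by the compound at 20 µM; inactive = activation factor below 2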
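Material: Purified diaphorase enzyme from Clostridium kluyveri | Buffer or medium: 50 mM HEPES pH 7.4 with 4.542 mM MgCl2, 0.005% Tween 20 | Times: 16 min enzyme reaction, ambient temperature | Signal: Red resorufin fluorescence at 544/590 nm excitation/emission | Measure: Increased resorufin signal from activators or reducing compounds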
bIAP inhibitor: blocks bovine intestinal alkaline phosphatase activity; purified bovine IAP, CDP-star luminescence, 30 min; 190,000 tested, under 10 active; AID 1019; inhibition, % at 20 µM;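 active = over 50% inhibition of intestinal alkaline phosphatase at 20 µM in the single-dose screen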
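test system = bovine IAP enzyme | medium = DEA buffer 100 mM, pH 9.8, with MgCl2 1.0 mM, ZnCl2 0.02 mM | detection = luminescence | dosing = single compound dose of 20 µM, 2% DMSO final | incubation = 30 min reaction at room temperature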
The depositor's hits bear a star.

The line under a structure holds: PMI act	TNAP inh no acc	PMI act hi M6P	Lmaj promast	TNAP act hiacc	Diaph inh CS	TNAP inh hiacc	bIAP activator	Diaphorase act	bIAP inhibitor
> NS(=O)(=O)c1ccc(NC(=O)CN2CCCC2)cc1
  1.1	21	1.1	4	0.9	0	5	0.9	1	8
> C=CCc1cc(Cl)ccc1OCCCNC(C)CC (configuration not stated)
  1	-8	1	100*	0.9	13	7	1	0.9	5
> Cn1c(SCC(=O)N2CCCC2=O)nc2ccccc21
  1	0	1	-6	1	14	-1	1.1	0.9	-6
> CCn1c(=O)c2c(nc(SCC(=O)NCC3CCCO3)n2C)n(C)c1=O (configuration not stated)
  1	-19	0.9	-7	1.1	14	-7	0.9	0.9	10
> CCCCN1C(=O)C2C(c3ccc(OC)cc3O)NC(CC(C)C)(C(=O)O)C2C1=O (configuration not stated)
  1	-9	0.9	-7	1.1	14	-6	1	0.9	-4
> O=C(O)CCCn1cc(NC(=O)COc2cc(F)ccc2[N+](=O)[O-])cn1
  1.2	-9	1	-8	1	-3	-4	1	1	-4
> CC1(C)Cc2ccccc2-c2nnc(-c3ccccc3)n21
  0.9	-2	0.9	5	1	13	2	1	0.9	3
> CN(Cc1c(F)cccc1Cl)c1nnnn1-c1ccccc1
  0.9	-7	0.9	8	1	18	-3	0.8	0.8	24
> CCNC(=O)NC(=O)COC(=O)c1ccccc1SCC(=O)NC(=O)NCC
  0.9	-1	0.9	-11	1.1	7	-6	1	0.9	-1
> C=CCc1cccc2cc(C(=O)NNC(=O)c3ccncc3)c(=O)oc12
  1	-16	1	-6	1	49	-4	1	0.5	-4
> COc1ccc([N+](=O)[O-])cc1NC(=O)CSc1nncn1-c1ccccc1
  0.9	-1	0.9	0	1	18	4	1	0.8	3
> O=C(Nc1cccc(F)c1)C1CCCN1S(=O)(=O)c1cccc2cccnc12 (configuration not stated)
  1.1	4	1	1	1	10	-3	0.9	0.9	6
> Clc1ccc(CSc2snnc2-c2ccccc2)c(Cl)c1
  0.9	-2	0.9	-1	1	8	-1	0.6	0.9	44
> COc1ccc(N(C(=O)Cn2nnc3ccccc32)C(C(=O)NCc2ccco2)c2ccc(C)o2)cc1 (configuration not stated)
  1	10	1	-1	1	5	-4	1.2	1	-19
> COC(=O)C(NC(=O)c1ccccc1)(Nc1nc(C)cs1)C(F)(F)F (configuration not stated)
  1	-14	1	11	1	9	-4	1	0.9	4
> Clc1ccc(-n2ncc3c(NCc4ccc5c(c4)OCO5)ncnc32)cc1
  0.9	-12	1	-14	1	13	-5	0.9	0.9	10
> Cc1ccc(OCCCC(=O)NCc2ccco2)c(C)c1
  1	-5	1	1	1.1	6	-6	1	0.9	3
> COc1ccc(-c2nc3ccccc3c(=O)n2CCOc2cc(C)ccc2C)cc1
  0.9	-5	1	28	1	13	2	1	0.9	-3
> CCOC(=O)C1=C(C)NC(SCC(=O)Nc2cc(C)on2)=C(C#N)C1c1cccs1 (configuration not stated)
  0.9	-18	1	60*	1	22	-5	0.9	0.8	13
> Cc1c(C(N)=O)sc2ncn(CCOc3ccccc3)c(=O)c12
  1.1	-11	1	16	1	14	-4	1	0.9	-2

Random excerpt: 7 compounds from above.
The line under a structure holds: PMI act	TNAP inh no acc	PMI act hi M6P	Lmaj promast	TNAP act hiacc	Diaph inh CS	TNAP inh hiacc	bIAP activator	Diaphorase act	bIAP inhibitor
> COc1ccc(-c2nc3ccccc3c(=O)n2CCOc2cc(C)ccc2C)cc1
  0.9	-5	1	28	1	13	2	1	0.9	-3
> COC(=O)C(NC(=O)c1ccccc1)(Nc1nc(C)cs1)C(F)(F)F (configuration not stated)
  1	-14	1	11	1	9	-4	1	0.9	4
> CCNC(=O)NC(=O)COC(=O)c1ccccc1SCC(=O)NC(=O)NCC
  0.9	-1	0.9	-11	1.1	7	-6	1	0.9	-1
> COc1ccc([N+](=O)[O-])cc1NC(=O)CSc1nncn1-c1ccccc1
  0.9	-1	0.9	0	1	18	4	1	0.8	3
> C=CCc1cccc2cc(C(=O)NNC(=O)c3ccncc3)c(=O)oc12
  1	-16	1	-6	1	49	-4	1	0.5	-4
> CN(Cc1c(F)cccc1Cl)c1nnnn1-c1ccccc1
  0.9	-7	0.9	8	1	18	-3	0.8	0.8	24
> O=C(Nc1cccc(F)c1)C1CCCN1S(=O)(=O)c1cccc2cccnc12 (configuration not stated)
  1.1	4	1	1	1	10	-3	0.9	0.9	6

More results:
The line under a structure holds: PMI act	TNAP inh no acc	PMI act hi M6P	Lmaj promast	TNAP act hiacc	Diaph inh CS	TNAP inh hiacc	bIAP activator	Diaphorase act	bIAP inhibitor
> Cc1ccc(S(=O)(=O)N2CC3(C)CN(S(=O)(=O)c4ccc(C)cc4)CC(C)(C2)C3=O)cc1
  1	-14	1.1	-4	1	4	-4	1	1	3
> c1ccc(CSc2ccc(-c3ccc4c(c3)OCO4)nn2)cc1
  0.9	-15	1	-6	1	2	2	1.1	1	-7
> CC(=O)c1cc2c(cc1NC(=O)CN1CCCCC1C)OCO2 (configuration not stated)
  0.9	-18	1	-1	1.1	31	-6	0.9	0.7	9
> Cc1ccccc1N1CCN(Cc2cccc(C(=O)O)c2)CC1
  1	-18	1	-5	1.1	15	-9	1	0.9	2
> Cc1ccc(Oc2nc3ccccn3c(=O)c2/C=C(\C#N)C(=O)Nc2c(C)n(C)n(-c3ccccc3)c2=O)cc1
  1	-9	1	1	0.9	5	7	1.1	0.9	-9
> Cc1cc(C)c[n+](-c2[nH]c(=O)sc2/C=N/NC([S-])=Nc2ccccc2)c1
  0.9	6	0.9	-7	0.9	19	9	0.7	0.8	34
> COc1ccc(-n2c(COc3ccccc3)nnc2SCC(N)=O)cc1
  1	-7	0.9	-3	1	12	-4	1	0.9	-2
> CS(=O)(=O)N1CCC(C(=O)N2CCc3ccccc3C2)CC1
  1	-10	1	-3	1	2	-3	0.9	1	10
> Cc1nc([N+](=O)[O-])c(SCC(O)CCl)n1Cc1ccc(Cl)cc1 (configuration not stated)
  1	-12	1	1	1.1	13	-8	1	0.9	-5
> O=C(c1cc(-c2ccccc2)nc2ccccc12)N1CCOCC1
  0.9	-6	0.8	-3	1.1	28	-5	1	0.7	5
> S=C(NCc1cccs1)Nc1ccc(Br)cc1Cl
  0.9	-15	1	8	1.1	14	-6	0.9	0.9	9
> O=C(c1ccco1)N1CCN(c2ncnc3c2oc2ccccc23)CC1
  0.9	-16	0.9	15	1.1	24	-5	0.9	0.8	8
> CC1=CCC2C(=O)N(c3ccc(C)cc3)C(=O)C2C1 (configuration not stated)
  0.8	-16	0.9	-2	1	16	-1	0.9	0.8	7
> CSc1nc2ccsc2c(=O)n1-c1ccccc1
  1	-3	1	1	1	8	2	1	0.9	-4
> CCC(C)c1ccc(NC(=S)NCCn2cc(Cl)cn2)cc1 (configuration not stated)
  0.9	-8	1	19	1.1	5	-6	0.9	0.9	14
> O=C(NCCCO)c1nc2ccccc2s1
  0.9	-8	0.9	-7	1	11	-1	1	0.9	-3
> O=C1C2C3c4ccccc4C(c4ccccc43)C2C(=O)N1Cc1cccnc1 (configuration not stated)
  0.9	-16	0.9	8	1	15	-3	0.8	0.9	16
> COc1ccc(/C(C)=N/NC(=O)c2cc(-c3cccnc3)nc3ccccc23)cc1
  0.9	-8	1	-6	1	9	0	1	0.9	-3
> CSc1nc2ccccc2n1Cc1cccc(F)c1
  0.9	-6	0.9	-1	1.1	14	-5	0.8	0.9	17
> COC(=O)Nc1ccc(S(=O)(=O)N2CCN(c3ccc(F)cc3)CC2)cc1
  0.9	1	0.9	-5	1	21	-3	1	0.8	4
> CCOC(=O)N1CCN(C(=O)CCCOc2ccccc2)CC1
  0.9	-10	0.9	-12	1	10	-3	1	0.9	3
> O=C(NCCCN1CCN(Cc2ccccc2)CC1)C1CCN(S(=O)(=O)N2CCCC2)CC1
  1	-12	1	-7	1.1	12	-5	1.1	0.9	-5
> CCCC(=O)Nc1nc2ccc(OC)cc2s1
  0.9	-11	0.9	1	1	3	-3	0.9	1	10
> Cc1ccc(NC(=O)CCn2c(=O)[nH]c3ccsc3c2=O)cc1
  1	-2	1	1	1	-6	-4	1	1.1	-2
> CCOc1ccc(CNCc2cccnc2)cc1
  0.9	-4	1	90*	1	4	2	0.9	1	9
> CN(C(=O)COc1ccccc1)c1nnc(-c2cccnc2)s1
  0.9	-10	1	2	1.1	-6	-7	1	1.1	-3
> O=S1(=O)c2cccc3cccc(c23)N1Cc1ccc(-c2nnco2)cc1
  0.9	-6	1	5	1.1	24	-7	0.9	0.8	8
> CCOC(=O)C1CCN(c2ncnc3c2cnn3-c2ccc(OC)cc2)CC1
  1	-4	0.9	8	1	3	-4	1	1	2
> CCOC(=O)C(CC)/C(C)=N\NC(=O)c1cccc(C)c1 (configuration not stated)
  0.9	-1	0.9	-5	1	11	-4	1	0.9	3
> O=C(CS(=O)(=O)c1c[nH]c2ccccc12)N1CCCc2ccccc21
  0.9	-2	1	-3	1.1	4	-6	0.8	1	18
> Cc1csc(NC(=O)CSc2nnc(-c3ccccn3)n2-c2ccc(C)c(C)c2)n1
  1	-12	1	68*	1	5	-4	1.1	0.9	-8
> Cn1cc(SCC(=O)NCc2ccc3c(c2)OCO3)c2ccccc21
  0.8	-7	0.8	2	1.1	27	-6	0.8	0.7	22
> COc1ccc2[nH]c(=O)c(CN(Cc3ccco3)Cc3nnnn3Cc3ccccc3)cc2c1
  1.2	4	1.1	1	1	-10	-4	0.9	1.1	9
> Cc1csc(NC(=O)c2cc(-c3ccncc3)nc3ccccc23)n1
  0.9	-10	0.9	13	1	6	1	1.1	0.9	-6
> CC1NC(=O)NC1CCCCCC(=O)Nc1ccc(F)c(Cl)c1 (configuration not stated)
  1.1	-10	1.1	-2	1	-1	-4	1.1	1	-11
> COc1cccc(C2CC(c3ccc(Cl)cc3)n3nc(N)nc3N2)c1 (configuration not stated)
  0.9	-11	0.8	-2	1.1	22	-6	1	0.8	-1
> CC(=O)c1cccc(NC(=O)C2(c3ccccc3)CC2(Cl)Cl)c1 (configuration not stated)
  1	-10	1	4	1	6	-4	1	0.9	-1

Source: PubChem BioAssay
